From PubChem
NR2E3 ag-1 = agonists of human nuclear receptor NR2E3 | Q9Y5X4 | GST-NR2E3/biotin-RetCOR TR-FRET, 1536-well | inhibition of corepressor binding, % at 4.78 µM | actives 0.12% (n = 320,000) | AID 2300;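 active = percent inhibition above the cutoff of mean plus 3 SD of all tested compounds, set per screening campaign, cut at about 20% in these data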;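 note: 0% = DMSO wells and 100% = biotin wells as full block of FRET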
Target sequence (Q9Y5X4 whole entry, looked up): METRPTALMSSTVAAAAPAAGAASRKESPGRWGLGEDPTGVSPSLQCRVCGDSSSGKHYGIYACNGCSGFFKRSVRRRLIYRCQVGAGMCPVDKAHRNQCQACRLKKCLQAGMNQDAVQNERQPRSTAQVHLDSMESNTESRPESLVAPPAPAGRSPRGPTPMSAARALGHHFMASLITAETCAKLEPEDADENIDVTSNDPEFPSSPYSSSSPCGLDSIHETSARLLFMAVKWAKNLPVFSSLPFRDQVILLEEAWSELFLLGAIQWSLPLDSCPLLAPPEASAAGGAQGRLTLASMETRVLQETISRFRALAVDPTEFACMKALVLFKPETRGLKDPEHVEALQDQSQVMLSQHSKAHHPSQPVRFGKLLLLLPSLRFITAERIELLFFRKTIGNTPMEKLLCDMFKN
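system = GST-tagged NR2E3 plus biotinylated RetCOR corepressor | input = 1.35 nM GST-NR2E3 | also added = 7 nM biotin-RetCOR | schedule = 5 h incubation at 4 °C | measured by = TR-FRET with europium anti-GST and streptavidin-D2, 340 nm excitation | read-out = percent loss of FRET ratio relative to control wells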
iPSC survival up = hiPSC single-cell survival enhancement | ATPlite luminescence; 100% = ROCK inhibitor wells, 0% = DMSO | survival enhancement, % at 20 µM | actives 0.044% (n = 360,000); in the data active = survival enhancement above about 18%;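 note: cells exposed to compounds for 16 hours before the ATP read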
CaV13 ICDI inh = Disruptors of the CACNA1D IQ motif to Ca2+-dependent inactivation inhibitor domain association, primary screening, Förster resonance energy transfer in intact living …. actives 0.098% (n = 340,000). HEK cells, CFP/YFP FRET ICDI-IQ, plate reader, 10 min; percent FRET-ratio fall versus neutral wells. inhibition, % at 12.3 µM;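 active = mean replicate inhibition of at least 30% and at least 1% of replicates passing that level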;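 note: 0% = median of the neutral control wells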
Shn3 inh set2 = reduces Shn3 3'UTR luciferase signal in osteoblasts | Clone20 osteoblast Shn3 3'UTR firefly luciferase, 24 h | inhibition, % at 12.5 µM | actives 0.52% (n = 360,000) | AID 588674;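 active = mean inhibition of at least 75% with every replicate also reaching 75%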;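 note: 0% = median of neutral control wells and 100% = pilot-screen positive control compound; some compounds past the cut are filed as inactive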
TRPM1 prom inh = MITF TRPM1 promoter inhibition in SK-MEL-5 cells. AID 488899. SK-MEL-5 TRPM1 promoter luciferase, 24 h. actives 0.83% (n = 330,000). inhibition, % at 12.5 µM;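 active = mean inhibition across replicates of 60% or more, whatever share of single replicates reaches that level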; note: values of inactives mirror those of a sister screen read the other way
NR2E3 ag-2 = agonists of human NR2E3 nuclear receptor. inhibition of corepressor binding, % at 3.98 µM. actives 0.35% (n = 360,000). Q9Y5X4. CHO-S Gal4-NCOR/VP16-NR2E3 two-hybrid, luciferase. AID 602229;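 active = inhibition above the mean of all tested compounds plus 3 SD, cut at about 70% in these data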;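 note: 0% = DMSO with NR2E3 transfected cells and 100% = cells lacking NR2E3 construct; higher means lower luciferase signal from less NR2E3 corepressor binding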
Cardio protect = modulators protecting cardiomyocytes from myocardial damage; AID 588492; actives 0.63% (n = 360,000); protection from H2O2 cell death, % at 20 µM; H9c2 cardiomyocytes, H2O2 injury protection, ATPLite, 2 h;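 active = compounds giving at least 50% protection of heart cells from peroxide-induced death in the single-dose screen, raw or plate-pattern-corrected value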;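 note: 0% = DMSO wells with peroxide and 100% = DMSO wells without peroxide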
HTR2A ag = mouse HTR2A agonism via beta-arrestin recruitment; P35363; CHO-K1 mHTR2A beta-arrestin complementation, luminescence; percent of 30 µM serotonin response; activation, % at 7.6 µM; actives 0.66% (n = 360,000); AID 624169;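 active = activation above a run cutoff, the mean activation of all tested compounds plus 3 SD, cut at about 14% in these data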;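 note: 0% = plate median of compound wells and 100% = 30 µM serotonin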
HIF-2a block = inhibitors of HIF-2a | 786-0 RCC cells HIF-2a reporter, luciferase luminescence, overnight | AID 624352 | actives 0.72% (n = 360,000) | inhibition, % at 18.8 µM;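 active = inhibition of the luminescence signal of 40% or more relative to plate controls, in a single-dose primary screen at 18.75 µM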
PDI turbidity = blocks human protein disulfide isomerase activity | P07237 | PDI insulin aggregation turbidity, A650, 90 min | inhibition, % at 10 µM | actives 0.052% (n = 350,000) | AID 588391;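 active = mean inhibition across replicates of 30% or more, whatever share of single replicates reach that level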;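 note: absorbance from insulin aggregation driven by PDI reduction with DTT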
Target sequence (P07237 whole entry, looked up): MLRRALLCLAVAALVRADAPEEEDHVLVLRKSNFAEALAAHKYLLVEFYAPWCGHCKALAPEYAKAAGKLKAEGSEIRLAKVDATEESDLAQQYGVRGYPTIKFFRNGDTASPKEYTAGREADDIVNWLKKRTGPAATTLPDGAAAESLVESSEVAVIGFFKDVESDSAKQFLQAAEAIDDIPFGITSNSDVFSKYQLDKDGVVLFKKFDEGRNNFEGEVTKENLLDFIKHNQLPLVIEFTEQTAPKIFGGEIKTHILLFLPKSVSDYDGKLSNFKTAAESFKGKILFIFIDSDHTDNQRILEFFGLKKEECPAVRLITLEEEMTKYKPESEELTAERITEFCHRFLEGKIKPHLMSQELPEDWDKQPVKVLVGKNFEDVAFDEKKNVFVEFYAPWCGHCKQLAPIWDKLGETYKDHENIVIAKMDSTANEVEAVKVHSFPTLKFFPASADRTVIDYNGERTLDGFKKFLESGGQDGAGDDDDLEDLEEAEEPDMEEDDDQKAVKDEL
Peg3 promoter = Peg3 promoter activity inhibition; AID 588405; HeLa PEG-Prom luciferase reporter, luminescence, overnight; inhibition, % at 20 µM; actives 1.7% (n = 360,000);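 active = inhibition of at least 50% at 20 µM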
* marks the source's active call; other numbers are inactive results; . = no result given.

Order of values – NR2E3 ag-1	iPSC survival up	CaV13 ICDI inh	Shn3 inh set2	TRPM1 prom inh	NR2E3 ag-2	Cardio protect	HTR2A ag	HIF-2a block	PDI turbidity	Peg3 promoter
O=C1CCC(c2ccccc2)(C2CCN(Cc3ccccc3)CC2)C(=O)N1 (stereo unspecified)
  4.7	2.0	-4.8	-10.6	4.1	2.6	5.7	0.8	-1.4	3.6	-12.3
CCCCN(CCCC)S(=O)(=O)c1ccc2[nH]c(=O)[nH]c2c1
  -1.1	-3.2	-6.8	-5.6	4.0	-16.1	-2.9	3.0	20.8	-2.5	3.0
NC(=O)COc1ccc(=O)n(-c2ccccc2)n1
  3.7	-0.9	-6.1	-11.3	-10.4	16.5	-0.2	6.1	-0.2	.	-1.3
Cc1ccccc1C(=O)N1CCCC(CCC(=O)N2CCN(c3ccccn3)CC2)C1 (stereo unspecified)
  1.2	-0.5	-6.4	8.1	0.1	6.8	1.1	7.9	0.9	-2.2	0.9
COC(=O)C1=C(CN2CCSCC2)NC(=O)NC1c1cc(C)ccc1C (stereo unspecified)
  -2.5	6.7	-5.2	-7.1	9.6	6.8	16.6	-2.8	6.1	-0.7	15.5
C=CCn1c(=O)c(CCC(=O)Nc2ccc(N3CCOCC3)cc2)nc2cc(C(F)(F)F)ccc21
  1.5	-0.4	-2.6	-6.4	9.7	2.5	4.1	5.2	-1.7	4.5	23.6
CC1=[N+](CC(=O)NC(C)(C)C)CCc2ccccc21
  0.2	1.2	-4.6	-3.9	5.2	0.8	-0.2	2.7	16.2	8.2	7.3
CCc1ccc(CNC(=O)C2CCCN(c3nn4c(=O)cc(C)nc4s3)C2)cc1 (stereo unspecified)
  1.2	-1.7	-6.4	-5.6	.	-14.3	5.2	-0.6	7.8	.	3.4
C=CCSC(=C(C#N)C#N)c1cc2c([nH]1)CCCC2
  1.8	-3.6	.	47.4	38.6	12.5	-31.4	1.5	65.8*	-9.5	93.8*
COc1ccc(-c2cc(=O)oc3c(C)c(OCC(=O)N[C@@H](Cc4ccc(O)cc4)C(=O)O)ccc23)cc1
  -4.5	-0.1	.	4.3	12.1	1.3	-2.7	3.6	6.6	.	9.8
CCNS(=O)(=O)c1ccc(NC(=O)Nc2cccc(C(F)(F)F)c2)cc1
  -0.7	-0.8	-3.5	13.1	-2.9	3.3	-18.9	-2.6	20.6	1.4	32.7
Cc1ccc(C(=O)Oc2ccc(Br)cc2C(=S)N2CCOCC2)cc1
  2.8	-0.4	-6.9	-9.9	7.2	-20.4	2.2	-0.6	15.1	6.4	21.6
CCOc1cc(CNC(C)C)c(Cl)cc1OCC(=O)NCCc1ccccc1
  3.1	8.2	.	10.6	8.5	-3.3	11.7	-5.3	22.2	1.3	11.7
O=C(NCC(=O)N(c1cccnc1)C(C(=O)NCc1ccco1)c1ccccc1)c1ccco1 (stereo unspecified)
  2.0	0.7	-5.2	-17.5	-1.6	-1.0	4.3	14.9*	13.5	2.3	2.7
CCOC(=O)CC1(C)OCC(C[N+]2(C)CCCCC2)O1 (stereo unspecified)
  -3.5	-0.4	-5.0	-1.5	-5.5	-24.5	3.2	-1.1	17.0	4.0	6.2
CCCCOC(=O)Nc1nc2ccc([N+](=O)[O-])cc2s1
  2.0	1.5	-3.7	-21.7	-21.4	-19.1	6.4	11.6	-9.3	-3.0	-19.0
Cc1cc(C)c(C(=O)CSc2nnc(N)s2)cc1C
  0.9	-0.4	-15.1	-31.3	-11.4	-0.3	2.2	-1.7	-14.6	0.3	-17.1
O=C(Nc1ccccc1N1CCCC1)c1cc2ccccc2o1
  0.7	-2.3	-4.1	-68.7	-25.5	-38.3	-1.1	-3.0	-116.6	-1.6	-203.8
CCc1ccc(/C=C2\SC(=S)N(CCCC(=O)Nc3ccccc3C(=O)O)C2=O)cc1
  -2.0	-0.6	-2.4	31.6	9.8	4.7	-4.7	-2.9	81.3*	7.9	33.8
COc1ccc(S(=O)(=O)N2CCCCC2)cc1C(=O)N1CCCCCC1
  1.1	0.0	.	-4.3	1.5	-22.0	0.2	-11.8	-9.9	3.3	3.5
CCC1(C)Cc2ccccc2C(=S)N1 (stereo unspecified)
  3.8	-0.1	3.1	-6.8	10.3	24.9	6.8	-0.1	20.4	-29.6	16.5
Cc1cccc(OC(C)C(=O)Nc2nc(-c3cccnc3)cs2)c1 (stereo unspecified)
  .	-1.1	-5.7	17.3	.	1.4	0.6	3.0	25.2	8.3	10.2
Cc1ccc(S(=O)(=O)N2CCC(=O)N(C(COCc3cccc(C(F)(F)F)c3)C(C)C)CC2)cc1 (stereo unspecified)
  -2.7	1.1	.	-20.3	-3.5	-6.9	-1.9	-0.2	16.1	7.2	27.0
CCOCCCNC(=O)C(NC(=O)CNC(=O)c1ccccc1)c1ccccc1 (stereo unspecified)
  1.3	-1.2	-4.5	4.8	6.0	2.7	2.1	4.4	12.3	2.3	-10.8
O=C(Cn1cnc2ccccc2c1=O)N1CCc2ccccc2C1
  0.9	-0.7	-1.3	-3.1	-14.1	-3.1	2.1	-2.6	-8.0	6.9	-0.4
CCN(CC)S(=O)(=O)c1cc(OC)ccc1N=Nc1ccc(O)c2ncccc12
  .	-0.4	-21.9	90.5*	70.6*	-42.5	14.7	-8.0	10.9	-2.6	42.2
Cc1ccc(CN2C(=O)C(C)Oc3ccccc32)cc1 (stereo unspecified)
  5.6	-0.6	-4.5	13.6	3.7	-7.9	-0.5	13.0	24.2	1.0	27.7
CC(=O)NCCc1nc2ccccc2n1CCCCOc1ccccc1
  .	0.2	-18.0	11.9	9.2	30.4	4.7	-7.8	23.2	11.2	-2.0
Cc1ccc(N(CC(=O)N2CCOCC2)S(C)(=O)=O)cc1
  2.8	0.9	-6.4	-1.5	-1.6	-38.2	-0.5	0.6	7.2	-4.4	2.8
O=C(OCC(=O)N1CCCCC1)c1cc(S(=O)(=O)N2CCOCC2)c(Cl)cc1Cl
  .	-1.6	-5.7	69.8	12.7	-8.6	-1.0	-0.9	5.9	-2.0	6.8
O=C(C(NS(=O)(=O)c1cccs1)c1ccccc1)N1CCN(c2ccccc2)CC1 (stereo unspecified)
  0.6	-0.4	-4.2	11.3	4.3	-5.9	-4.2	-0.2	-2.1	-2.6	15.7
O=C(NCc1cccc(Br)c1)C1CC(c2cc(C(F)(F)F)cc(C(F)(F)F)c2)=NO1 (stereo unspecified)
  -0.3	-0.9	-5.6	11.6	12.2	-23.3	-10.2	2.8	16.4	8.4	11.1
COC(=O)[C@]1(Cc2ccccc2)N[C@H](c2ccc(-c3cc(C(C)=O)cs3)cc2)[C@@H]2C(=O)N(C)C(=O)[C@@H]21
  3.3	-0.6	-4.7	14.3	4.4	-10.4	33.8	-7.2	14.5	5.9	9.9
Cc1ccc2nc(C)cc(C(=O)NC3CCCCCC3)c2c1
  .	4.4	-3.1	2.3	8.2	5.9	-6.4	9.3	7.4	9.4	21.1
O=C(NCCCN1CCCC1=O)c1cccc(NS(=O)(=O)c2ccccc2)c1
  0.6	-0.3	-3.5	0.5	1.5	-31.8	1.2	-8.9	19.0	-8.5	15.0
COc1ccc(S(=O)(=O)Cc2ccc(C(=O)NCc3cccs3)o2)cc1
  1.1	0.1	-2.5	15.6	8.5	-26.5	-3.5	6.2	4.3	.	8.4
CCCCOc1ccc(-c2nnn(CCC(=O)N3CCOCC3)n2)cc1
  2.2	-0.4	-6.9	7.2	-56.1	-68.5	-6.0	2.1	-165.8	4.2	-121.1
O=C(CCc1ccccc1)NNC(=O)c1ccccc1C(=O)O
  -1.2	1.7	-4.9	7.6	1.3	-18.6	-3.4	1.2	15.9	-3.4	-3.5
N/C(Cc1ccccc1Sc1ccccc1)=N\O
  -0.1	-1.1	-2.4	25.6	3.2	0.1	-8.1	-4.3	-4.4	8.6	6.8
CCc1cc(-c2nnn(CCC3COCCO3)c2CC)cc(CC)c1-c1cn(Cc2ccc3ccccc3c2)nn1 (stereo unspecified)
  .	1.4	-4.9	80.4	.	-17.1	-28.4	0.1	-4.3	9.9	-1.9
CC(C)C(C)NC(=O)COc1ncnc2sccc12 (stereo unspecified)
  -3.1	-0.5	-2.7	1.9	-9.1	-5.6	11.4	2.0	18.3	11.5	7.5
N#Cc1ccc(CSc2nnc(-c3ccccn3)n2-c2ccc(Cl)cc2)cc1
  1.3	3.6	-14.2	16.3	5.2	0.0	0.5	0.9	24.3	20.7	13.7
CN(CC(=O)NC(=O)NC(C)(C)C)CC(=O)Nc1ccccc1Cl
  2.0	-2.1	-0.5	-5.1	-6.1	-22.8	4.4	-0.5	9.6	-1.9	10.7
Cc1cc2c(Nc3ccc(O)cc3)ncnc2s1
  .	0.7	-5.3	-13.5	9.7	-6.2	6.4	-2.0	-10.8	-3.5	-20.7
Cc1nc(SCCOc2ccc(F)cc2)c2ccccc2n1
  3.5	-0.8	-2.2	0.8	-5.3	7.7	8.4	-1.8	-184.9	9.3	-92.3

Taken from above:
O=C(NCCCN1CCCC1=O)c1cccc(NS(=O)(=O)c2ccccc2)c1 in HIF-2a block → 19.0
CCc1cc(-c2nnn(CCC3COCCO3)c2CC)cc(CC)c1-c1cn(Cc2ccc3ccccc3c2)nn1 (stereo unspecified) in CaV13 ICDI inh → -4.9
